MmCpn inh = blocks the Methanococcus maripaludis chaperonin Mm-Cpn | Potency, µM (titrated, usually from 76.9 µM), without a hit: at the highest dose activity, negative = inhibition, most hits filed as inhibitors | purified Mm-Cpn ATPase, ADP Transcreener TR-FRET | hit rate 0.031% among 330,000; also: potency is read from the fitted curve at half-maximal effect; % is scaled to controls: 0 for no effect and ±100 for the full control effect; nearly all actives have a fitted effect of over 80% in size
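Compound-treated chaperonin, 25 nM final, turns over 10 uM ATP at 37°C for 30 min following a 10 min preincubation; ADP generated competes with ADP-d2 for Eu-cryptate antibody, lowering FRET.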
EPAC2 antagonist = blocks human EPAC2 exchange factor | hit rate 0.18% among 360,000 | Potency, µM (highest dose often 114 µM), for inactives: at the top dose activity, negative = inhibition, most hits filed as inhibitors | EPAC2 GEF exchange of Rap1B-BODIPY-GDP, fluorescence; also: potency is read from the fitted curve at half-maximal effect; % is scaled to controls: 0 for no effect and ±100 for the full control effect; nearly all actives have a fitted effect of over 45% in size; many of its hits are not listed in these tables
EPAC1 agonist = agonists of human EPAC1; hit rate 0.073% among 360,000; Potency, µM (highest dose often 154 µM), inactives show top-dose activation, hits mostly activators; EPAC1 agonist qHTS, biochemical assay; response scale: 100% = response to 6.5 mM cAMP; AID 720707; O95398; also: potency is read from the fitted curve at half-maximal effect; nearly all actives have a fitted effect of over 60% in size
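Read-out is the fluorescence drop as BODIPY-GDP leaves Rap1B (480 nm excitation, 540 nm emission), recorded every 5 minutes over 30 minutes. Reactions held 100 nM EPAC1, 250 nM Rap1B–BODIPY-GDP and 50 uM GDP, with 6.5 mM cAMP setting full activation.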
PLK1 PBD inh = PLK1 (human) polo-box domain binding inhibition; hit rate 2.8% among 360,000; P53350; Potency, µM, for inactives: max response, negative = inhibition, usual class: inhibitors; Plk1 PBD binding of FITC phosphopeptide, fluorescence polarization; also: potency is read from the fitted curve at half-maximal effect; series mostly up to about 57 µM; % is scaled to controls: 0 for no effect and ±100 for the full control effect; nearly all actives have a fitted effect of over 65% in size
Target sequence (P53350 whole entry, looked up, the tested form may be a part): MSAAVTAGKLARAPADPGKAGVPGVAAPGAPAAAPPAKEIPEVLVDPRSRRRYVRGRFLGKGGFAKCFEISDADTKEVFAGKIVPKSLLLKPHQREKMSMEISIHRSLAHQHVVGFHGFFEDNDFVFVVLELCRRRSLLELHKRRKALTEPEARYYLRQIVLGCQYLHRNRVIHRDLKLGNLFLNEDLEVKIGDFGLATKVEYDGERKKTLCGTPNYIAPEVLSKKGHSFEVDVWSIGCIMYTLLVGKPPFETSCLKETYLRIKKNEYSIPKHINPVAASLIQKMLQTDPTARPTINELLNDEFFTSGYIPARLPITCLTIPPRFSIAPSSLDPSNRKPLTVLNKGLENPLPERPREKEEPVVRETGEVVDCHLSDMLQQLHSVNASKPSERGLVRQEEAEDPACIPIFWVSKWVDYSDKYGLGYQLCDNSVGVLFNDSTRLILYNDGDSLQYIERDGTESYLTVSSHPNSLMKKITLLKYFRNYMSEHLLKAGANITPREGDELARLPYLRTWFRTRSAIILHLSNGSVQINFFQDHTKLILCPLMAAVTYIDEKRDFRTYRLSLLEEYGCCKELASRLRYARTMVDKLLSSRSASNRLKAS
PI5P4Ka inh = blocks human PI5P4K alpha kinase activity | P48426 | PI5P4Kalpha enzyme, ADP-Glo luminescence, 60 min; hits give low values | max response, % | hit rate 1.2% among 330,000; active = max response of -50% or lower; inconclusive = between -30% and -50%; inactive = -30% or higher; also: value at the top dose of about 77 µM; % is scaled to controls: 0 for no effect and ±100 for the full control effect
Target sequence (P48426 whole entry, looked up): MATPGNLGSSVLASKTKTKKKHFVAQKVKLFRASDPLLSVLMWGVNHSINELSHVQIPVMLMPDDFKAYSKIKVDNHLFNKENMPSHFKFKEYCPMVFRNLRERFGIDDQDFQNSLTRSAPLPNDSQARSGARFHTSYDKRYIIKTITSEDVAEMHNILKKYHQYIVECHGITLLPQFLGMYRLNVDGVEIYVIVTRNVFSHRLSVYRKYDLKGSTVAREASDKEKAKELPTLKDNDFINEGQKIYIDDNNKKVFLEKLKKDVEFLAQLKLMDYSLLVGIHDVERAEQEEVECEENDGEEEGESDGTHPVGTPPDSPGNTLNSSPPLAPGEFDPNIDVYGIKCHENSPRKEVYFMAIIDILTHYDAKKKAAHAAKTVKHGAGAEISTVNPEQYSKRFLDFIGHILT
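Quantitative HTS of the MLSMR library against PI5P4Kalpha with substrate. ATP added last at 5 microM final; room temperature, 60 minutes. Remaining ATP depleted, ADP converted and read as luminescence.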
CCT chaperon mod = modulators of cytosolic chaperonin (CCT/TRiC) activity. purified chaperonin ATPase assay, HTRF ADP detection, 30 min. activity change, % (test concentration not listed), hits read low. hit rate 0.3% among 360,000. AID 651819; in the data active = activity change below about -30%; also: % is scaled to controls: 0 for no effect and ±100 for the full control effect
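TRiC at 40 or 20 nM final (batch-dependent) in 30 mM Tris pH 7.4, 100 mM KCl, 5 mM MgCl2, 1 mM DTT, with compound at single 76 uM and 10 uM ATP, 30 min at 37 deg C. ADP detected by HTRF Transcreener, 665/615 ratio.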
EPAC1 antagonist = antagonists of human EPAC1; EPAC1 GEF assay, Rap1b-BODIPY-GDP exchange fluorescence; Potency, µM (doses to about 115 µM), for the others: top-dose activity change, negative = inhibition, usual class: inhibitors; hit rate 0.14% among 360,000;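 also: potency is read from the fitted curve at half-maximal effect; plate controls were vehicle for no effect and positive control for full effect; nearly all actives have a fitted effect of over 50% in size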
WRN helicase inh = WRN helicase (human) inhibition; AID 651768; Q14191; hit rate 0.46% among 360,000; WRN helicase unwinding, fluorescent forked duplex, kinetic; Potency, µM (highest dose often 114 µM), inactives show at the top dose activity change, negative = inhibition, hits mostly inhibitors; also: potency is read from the fitted curve at half-maximal effect; % is scaled to controls: 0 for no effect and ±100 for the full control effect; nearly all actives have a fitted effect of over 55% in size
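Fluorescence dequenching readout, ex 525 nm/em 598 nm, kinetic mode: forked duplex DNA (100 nM final) with adjacent fluorophore and quencher unwound by WRN (20 nM final) with 2 mM ATP. Compound preincubation 15 min, room temperature.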
Numbers without * were called inactive; ? = inconclusive; . = no result given; & = joins results of further samples; [ ] = another dose, or the depositor's remark. Unless noted, calls follow the shape of the dose curve; as a rule, active = well fitted curve in the direction sought with a large enough effect; inconclusive = small, poorly fitted or top-dose-only effect, or another doubt; inactive = no such curve, though single readings can be large; an effect the other way counts as inactive or inconclusive.

Letters: A = MmCpn inh; B = EPAC2 antagonist; C = EPAC1 agonist; D = PLK1 PBD inh; E = PI5P4Ka inh; F = CCT chaperon mod; G = EPAC1 antagonist; H = WRN helicase inh
[1] O=C(O)CSc1nc(C(F)(F)F)cc(=O)n1-c1ccccc1
  A: 1%	B: 17%	C: -6%	D: 2%	E: 0	F: 2.2	G: 14%	H: 5%

[2] CCOC(=O)C1(C)CCCN1C(=O)c1cccc(OC)c1 (stereo not given)
  A: .	B: -7%	C: 12%	D: -11%	E: 3	F: 2.0	G: -11%	H: 4%

[3] CN(C(=O)CSc1nc(O)cc(=O)n1C1CCCC1)c1ccccc1
  A: -1%	B: 23%	C: 1%	D: -6%	E: 2	F: -3.9	G: 1%	H: -2%

[4] CCOc1ccc(S(=O)(=O)N(CC(=O)NCC(F)(F)F)Cc2ccco2)cc1
  A: 0%	B: 14%	C: -12%	D: 5%	E: 0	F: -2.1	G: 14%	H: 9%

[5] O=C(c1ccc(CSc2nc3ccncc3[nH]2)cc1)N1CCCCCC1
  A: 2%	B: -2%	C: 13%	D: -22%	E: 2	F: -2.1	G: 8%	H: -2%

[6] CC(C)(C)C(=O)Cn1nc(Cl)nc1Cl
  A: 2%	B: -2%	C: 5%	D: -4%	E: -2	F: -1.9	G: 0%	H: -5%

[7] C[C@@H]1NS(=O)(=O)[C@H]2C[C@@H]3C=C[C@]2(O3)[C@H]1OC(=O)Nc1ccc(C(F)(F)F)cc1[N+](=O)[O-]
  A: -1%	B: -6%	C: 5%	D: -10%	E: 8	F: -0.2	G: 10%	H: 0%

[8] CC(=O)c1ccc(-n2nnnc2SCC(=O)NNC(=O)c2ccco2)cc1
  A: 1%	B: 4%	C: 0%	D: -4%	E: .	F: 0.6	G: 9%	H: -1%

[9] CCOC(=O)C1=CCN(S(=O)(=O)c2ccccc2)C1c1ccc(Cl)cc1 (stereo not given)
  A: .	B: 1%	C: 2%	D: -3%	E: 4	F: 0.7	G: -9%	H: -11%

[10] COc1ccc(N=C2SC(C(=O)Nc3ccc4c(c3)OCO4)CC(=O)N2C)cc1 (stereo not given)
  A: 1%	B: 5%&-5%	C: -3%&0%	D: 0%&-7%	E: -13&-9	F: -3.4&-1.1	G: 3%&-9%	H: 16%&4%

[11] O=C(O)C1C2C=CC(C2)C1C(=O)NCCc1cccc(Cl)c1 (stereo not given)
  A: 1%	B: -2%	C: -8%	D: 1%	E: -1	F: 2.7	G: 10%	H: 4%

[12] O=C(C[C@@H]1C[C@@H]2c3cc(NC(=O)C4CCC4)ccc3O[C@@H]2[C@@H](CO)O1)NCc1ccc(Cl)cc1
  A: .	B: 36%[activator]	C: -7%	D: -4%	E: -14	F: -0.4	G: 26%	H: -1%

[13] CC(C)c1ccc(NC(=O)CN2C(=O)COc3ccc(S(=O)(=O)N4CCOCC4)cc32)cc1
  A: 2%	B: 16%	C: -10%	D: -3%	E: 1	F: 1.9	G: -5%	H: 7%

[14] CN/C(=C/[N+](=O)[O-])NCCSCc1ccc(CN(C)C)o1
  A: -2%[15.4 µM]	B: -15%	C: -19%	D: -4%	E: -2	F: -0.4	G: 13%	H: 3%

[15] COc1cc(NC(=O)c2ccccc2[N+](=O)[O-])c(C(=O)O)cc1OC
  A: 1%	B: -6%	C: 6%	D: -10%	E: 0	F: -0.1	G: -1%	H: -7%

[16] CC1CCCC(NC(=O)c2ccc3c(SCC(=O)O)c4c(nc3c2)CCC4)C1C (stereo not given)
  A: 3%	B: -9%	C: 3%	D: -2%	E: -1	F: -1.4	G: -3%	H: 1%

[17] CCc1nc(-c2ccc(OC)c(OC)c2)cc2cc(OC)c(OC)cc12
  A: -10%	B: 1%	C: 2%	D: 0%	E: 3	F: -2.6	G: -6%	H: -5%

[18] O=C(NC(=O)c1ccccc1Cl)Nc1ccc(-c2cnco2)cc1
  A: 3%	B: -4%	C: -3%	D: 3%	E: -7	F: 0.5	G: 10%	H: -1%

[19] Cc1ccc(CNCC(O)(c2ccccc2)c2ccccc2)cc1
  A: 3%	B: -7%	C: 3%	D: -5%	E: 11	F: -1.0	G: 4%	H: -7%

[20] CC1(C)CC(=O)C2=C(C1)N(c1ccccc1)C(=O)CC2c1ccc(O)cc1 (stereo not given)
  A: 1%	B: -3%	C: 2%	D: -9%	E: -3	F: 1.4	G: -11%	H: -22%

[21] C=CCN(c1ccc(OC)cc1)S(=O)(=O)c1ccc(Cl)c(C(=O)OCC(=O)c2c(N)n(C)c(=O)n(C)c2=O)c1
  A: .	B: 3%	C: 7%	D: 5%	E: 1	F: -8.3	G: 3%	H: -1%

[22] CCOc1ccc(C(CC(=O)O)NC(=O)c2ccco2)cc1 (stereo not given)
  A: -1%	B: 2%	C: 2%	D: -5%	E: 0	F: -2.4	G: 0%	H: 6%

[23] COCCNC(=O)CN1CCC(n2c(C)nc3cc(C(F)(F)F)ccc32)CC1
  A: 0%	B: 12%	C: 8%	D: -8%	E: .	F: 0.9	G: 23%	H: 4%

[24] CC[C@H](C)C(=O)N[C@H]1CCCN1C(=O)/C=C/c1ccccc1
  A: 1%	B: -1%	C: 5%	D: 2%	E: 4	F: -1.3	G: 4%	H: 2%

[25] CC1=C(C)SC(=C(C#N)c2nnc(N3CCOCC3)n2-c2ccccc2)S1
  A: -4%	B: 7%	C: -3%	D: 0%	E: .	F: 0.9	G: 2%	H: 0%

A draw from above in order of number of heavy atoms, ascending.
Letters: A = MmCpn inh; B = EPAC2 antagonist; C = EPAC1 agonist; D = PLK1 PBD inh; E = PI5P4Ka inh; F = CCT chaperon mod; G = EPAC1 antagonist; H = WRN helicase inh
[6] CC(C)(C)C(=O)Cn1nc(Cl)nc1Cl
  A: 2%	B: -2%	C: 5%	D: -4%	E: -2	F: -1.9	G: 0%	H: -5%

[14] CN/C(=C/[N+](=O)[O-])NCCSCc1ccc(CN(C)C)o1
  A: -2%[15.4 µM]	B: -15%	C: -19%	D: -4%	E: -2	F: -0.4	G: 13%	H: 3%

[1] O=C(O)CSc1nc(C(F)(F)F)cc(=O)n1-c1ccccc1
  A: 1%	B: 17%	C: -6%	D: 2%	E: 0	F: 2.2	G: 14%	H: 5%

[7] C[C@@H]1NS(=O)(=O)[C@H]2C[C@@H]3C=C[C@]2(O3)[C@H]1OC(=O)Nc1ccc(C(F)(F)F)cc1[N+](=O)[O-]
  A: -1%	B: -6%	C: 5%	D: -10%	E: 8	F: -0.2	G: 10%	H: 0%

Next part:
Letters: A = MmCpn inh; B = EPAC2 antagonist; C = EPAC1 agonist; D = PLK1 PBD inh; E = PI5P4Ka inh; F = CCT chaperon mod; G = EPAC1 antagonist; H = WRN helicase inh
[26] COC(=O)/C=C/c1ccccc1CN1[C@@H](CC(=O)OC)c2ccccc2S1(=O)=O
  A: 1%	B: -18%	C: -7%	D: -2%	E: 0	F: 0.8	G: -1%	H: 12%

[27] O=C(O)c1ccccc1NS(=O)(=O)c1ccc(NN=Cc2cccc(Cl)c2)c([N+](=O)[O-])c1
  A: 2%	B: ?	C: -3%	D: ?	E: -66*	F: -4.9	G: 50µM*	H: ?

[28] COC(=O)CSc1nnc(CNC(=O)c2ccccc2OC)n1C
  A: 0%	B: 12%	C: 4%	D: -6%	E: .	F: 1.3	G: 3%	H: 8%

[29] O=C(c1ccc(S(=O)(=O)N2CCCCCC2)cc1)N(c1ccccn1)C1CCCCC1
  A: -7%	B: -4%	C: -2%	D: 4%	E: -2	F: 0.2	G: 3%	H: 0%

[30] Cc1cccc(NC(=O)Nc2ccc3c(c2)N(C)C(=O)CS3)n1
  A: 2%	B: 5%	C: -16%	D: -5%	E: -6	F: 2.0	G: -19%	H: -13%

[31] COc1ccc(-c2cc(C(=O)NCC3CCCO3)c3ccccc3n2)cc1 (stereo not given)
  A: -5%	B: 0%	C: 4%	D: 3%	E: -1	F: -1.4	G: -12%	H: -3%

[32] O=C(/C=C/c1ccco1)OCc1nnc(-c2ccc(Cl)cc2)o1
  A: 0%	B: 20%	C: 5%	D: -12%	E: -29	F: 0.5	G: -26%	H: -18%

[33] CC(C)C(=O)N/N=C/c1ccc(OCc2ccccc2)cc1
  A: 1%	B: 3%	C: 1%	D: -3%	E: -4	F: -2.7	G: 8%	H: -3%

[34] Cc1nnc(NC(=O)CSc2nc3c(c(=O)n(C)c(=O)n3C)n2C(C)C)s1
  A: 1%	B: 5%	C: -2%	D: -2%	E: 0	F: -1.1	G: 9%	H: 3%

[35] COc1ccccc1NC(=O)CN1CCN(CC(=O)Nc2ccc(F)cc2)CC1
  A: 3%	B: 1%	C: 7%	D: -11%	E: -6	F: -1.2	G: -3%	H: 6%

[36] O=C(CSc1nnc2ncccn12)N1CCCCCC1
  A: 1%	B: 0%	C: -1%	D: 0%	E: .	F: 0.4	G: 1%	H: 0%

[37] Cc1cc([N+](=O)[O-])ccc1NCc1ccc2ccccc2c1
  A: -1%	B: -2%	C: 9%	D: ?	E: .	F: -0.8	G: 4%	H: -5%

[38] FC(F)(F)c1cc(CCN2C(=S)NC[C@@H]2CC2CCCCC2)cc(C(F)(F)F)c1
  A: -1%	B: -23%	C: -19%	D: 0%	E: 12	F: 2.8	G: -15%	H: -2%

[39] CCC(c1nnnn1CCc1ccccc1)N1CCN(c2ccc(OC)cc2)CC1 (stereo not given)
  A: 0%	B: -2%	C: 0%	D: -1%	E: -1	F: 0.3	G: 0%	H: -1%

[40] Cc1noc(C)c1S(=O)(=O)N(CC(=O)N1CCn2c1nc1ccccc12)c1ccc(C(C)C)cc1
  A: 1%	B: -3%	C: -9%	D: 0%	E: 9	F: -1.9	G: -23%	H: -5%

[41] CN1CCN(C(=O)c2cc3c(c(-c4cccc(Br)c4)n2)[C@@H](CCO)N(S(=O)C(C)(C)C)C3)CC1 (stereo not given in full)
  A: .	B: ?	C: -5%	D: -4%	E: -1	F: 1.4	G: -29%	H: -14%

[42] Cc1nc2sccn2c(=O)c1S(=O)(=O)NC(C)c1ccccc1 (stereo not given)
  A: 0%	B: 1%	C: -6%	D: -6%	E: 5	F: 2.3	G: -3%	H: -3%

[43] Cc1ccc2c(c1)[C@H]1[C@H](CO2)[C@H](c2ccccc2)[C@]2(C)C(=O)Nc3cc(F)ccc3C(=O)N12
  A: -3%	B: -21%	C: -19%	D: -1%	E: 0	F: 0.2	G: -5%	H: 0%

[44] CC(=O)c1cccc(NC(=O)N2CCOCC2)c1
  A: 0%	B: -4%	C: 3%	D: -2%	E: -4	F: 0.7	G: -5%	H: 0%

[45] Nc1nc(N)nc(COc2ccccc2)n1
  A: -1%	B: -2%	C: 10%	D: -14%	E: -1	F: 0.2	G: 6%	H: 1%

[46] COc1ncnc2c1ncn2CCCNCCCN1CCCC1=O
  A: .	B: 16%	C: -2%	D: 4%	E: 0	F: -0.6	G: -17%	H: 8%

Screening data as filed in PubChem.

These rows are one share of the data (hit frequency here may not be typical).
